Screens from PubChem.
FEN1 inh: human FEN1 inhibition; Recombinant FEN1 flap cleavage, fluorescence, 15 min; 390,000 tested, 0.35% active; P39748; Potency, µM (doses to about 114 µM), without a hit: top-dose activity change, negative = inhibition, usual class: inhibitors; also: nearly all actives have a fitted effect of over 65% in size
Target sequence (P39748 whole entry, looked up): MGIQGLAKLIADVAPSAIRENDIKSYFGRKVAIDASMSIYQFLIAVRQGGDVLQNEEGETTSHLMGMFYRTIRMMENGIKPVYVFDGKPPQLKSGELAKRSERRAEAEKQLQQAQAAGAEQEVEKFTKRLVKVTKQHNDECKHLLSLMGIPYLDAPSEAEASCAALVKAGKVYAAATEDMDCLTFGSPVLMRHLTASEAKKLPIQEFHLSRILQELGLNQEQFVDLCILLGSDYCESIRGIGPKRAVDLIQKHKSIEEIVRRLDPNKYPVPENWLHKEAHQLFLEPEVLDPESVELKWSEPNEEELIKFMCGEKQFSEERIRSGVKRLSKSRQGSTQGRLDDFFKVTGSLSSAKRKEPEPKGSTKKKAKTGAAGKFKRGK
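Nuclease activity of 10 nM FEN1 was measured after 15 min of room-temperature exposure to titrated compounds, by adding 50 nM flap substrate and reading plates at 0 and 15 min.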
TDP1 cell CPT: growth inhibition of DT40 Tdp1-/-;hTDP1 cells with camptothecin (screen for TDP1 inhibitors); chicken DT40 Tdp1-/-;hTDP1 cells + 20 nM CPT, ATP luminescence, 48 h; Potency, µM (doses to about 46.2 µM), inactives show at the top dose activity change, negative = growth inhibition, most hits filed as inhibitors; 420,000 tested, 12% active; AID 686979; also: nearly all actives have a fitted effect of over 55% in size
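Chicken DT40 Tdp1-/- cells complemented with human TDP1, 400 cells/well, exposed to compounds plus 20 nM camptothecin for at least 48 h at 37 C; viability read as ATP content by CellTiter-Glo luminescence.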
N370S GC mod: inhibits or activates N370S mutant glucocerebrosidase; P04062; N370S GC spleen homogenate, 4MU-glucoside fluorescence; Potency, µM (top dose mostly 59.4 µM), inactives show top-dose activity change, negative = inhibition, most hits filed as inhibitors; 330,000 tested, 0.092% active;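 also: 0% = full enzyme activity and -100% = no enzyme basal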
Numbers without * were called inactive; ? = inconclusive; / = no result given; & = joins results of further samples; [ ] = another dose, or the depositor's remark. Calls follow the shape of the dose curve; as a rule, active = well fitted curve in the direction sought with a large enough effect; inconclusive = small, poorly fitted or top-dose-only effect, or another doubt; inactive = no such curve, though single readings can be large; an effect the other way counts as inactive or inconclusive. Unless noted, % is scaled to controls: 0 for no effect and ±100 for the full control effect; potency is read from the fitted curve at half-maximal effect. This is a subset, so the mix of outcomes need not match the whole.

Order of values: FEN1 inh	TDP1 cell CPT	N370S GC mod
[1] CCOC(=O)CC1c2ccccc2-n2nncc2CN1C (stereo not drawn)
  8%	-14%	/
[2] c1ccc2c(N3CCNCC3)nsc2c1
  -1%	10µM*	-3%
[3] CSc1ccccc1NC(=O)CN(C)CC(=O)c1[nH]c(C)c(C(C)=O)c1C
  -4%	15µM*	/
[4] O=c1[nH]c(=S)[nH]c(O)c1CN1CCCCC1
  2%	-4%	0%
[5] Cc1ccc(C(C)C)c(OCC#CCN2CCCC2)c1
  14%	-28%	-22%
[6] O=C1CN=C(c2ccc[nH]2)c2cc(Cl)ccc2N1
  3%	0.16µM*	-6%
[7] O=C1C=CC(=O)c2c(O)cccc21
  /	?	-21%&-4%
[8] O=C(COc1ccc(Cl)cc1Cl)N1CCN(C/C=C/c2ccccc2)CC1
  ?	?	-8%
[9] Cc1ccc(N=Cc2c(O)n(-c3ccc(C)cc3)c(=O)[nH]c2=O)cc1
  16%	1%	/
[10] CCOCCCN=Cc1c(O)n(Cc2ccccc2)c(=O)[nH]c1=O
  6%	?	16%
[11] O=c1[nH]c(=S)n(Cc2ccco2)c(O)c1C=NCc1cccs1
  -12%	-17%	19%
[12] O=C1NC(=O)C(=CCc2ccccc2)C(=O)N1
  13%	-22%	/
[13] CC(C)NP(=O)(NC(C)C)OP(=O)(NC(C)C)NC(C)C
  -9%	-2%	-4%&2%
[14] Cc1cccc(CNCCc2ccccc2)n1
  4%	-20%	-20%
[15] CN(C(=O)Oc1ccc(C(=O)c2ccc(Cl)cc2)cc1)c1ccccc1
  17%	23µM*	-4%
[16] Cc1ccc(C(=O)c2cn(CC(=O)Nc3ccc(C(C)C)cc3)c3nc(C)ccc3c2=O)cc1
  3%	6.5µM*	/
[17] CN1C(=O)NC(=O)C2(Cc3ccccc3N3CCOCC32)C1=O (stereo not drawn)
  -6%	-8%	5%
[18] O=C(c1cc2nc(-c3ccccc3)cc(-c3ccccc3)n2n1)N1CCC2(CC1)OCCO2
  -16%	?	?
[19] Cc1cc(OCC(=O)N2CCC(C(=O)O)(c3ccccc3)CC2)c2c(C)cc(=O)oc2c1
  -2%	-11%	0%
[20] COC(=O)CSC1=NN1c1cc(C)nc(N)n1
  17%	26%	8%
[21] O=C(c1ccc2c(c1)N(Cc1c(F)cccc1Cl)C(=O)c1ccccc1S2)N1CCC2(CC1)OCCO2
  -17%	?	/
[22] O=C(Cc1cc(=O)[nH][nH]1)N/N=C/c1cccc2ccccc12
  11%	?	-13%
[23] CN1C(=O)C(=Cc2cccnc2)C(=O)N(C)C1=O
  3%	3%	4%
[24] COc1cccc(N2C(=O)NC(=O)/C(=C/c3ccc4c(c3)Cc3ccccc3-4)C2=O)c1
  ?	?	0%
[25] CC(=O)N1c2ccc(S(=O)(=O)NCC3CCC(C(=O)Nc4cc(C)cc(C)c4)CC3)cc2CC1C (stereo not drawn)
  17%	21µM*	/
[26] O=C(COc1ccc(Cl)cc1)NCCc1cnc[nH]1
  -2%	-10%	-9%
[27] COC12C(COC(N)=O)C3=C(C(=O)C(C)=C(N)C3=O)N1CC1C2N1C (stereo not drawn)
  11%	0.052µM*	-24%
[28] Oc1ccc2c3c1O[C@H]1c4[nH]c5ccccc5c4C[C@@]4(O)[C@@H](C2)N(CC2CC2)CC[C@]314
  -12%	19%	-22%
[29] CCC(C)n1c(O)c(C(c2ccccn2)c2c(O)n(C(C)CC)c(=S)[nH]c2=O)c(=O)[nH]c1=S (stereo not drawn)
  5%	7%	4%
[30] CC(=O)c1ccc(OCC(=O)N2CCCC(N(C)Cc3ccccc3)C2)cc1 (stereo not drawn)
  -12%	0%	-8%
[31] O=C(N/N=C/c1c(O)n(Cc2ccccc2)c(=O)[nH]c1=O)c1ccncc1
  -4%	-3%	1%
[32] c1ccc(C[n+]2ccccc2)cc1
  -13%	?	-15%
[33] CC(C)C/C(=N/O)c1c[nH]c2ccccc12
  7%	-8%	/
[34] Cc1ccc(C(=O)O)cc1N=Nc1c(O)[nH]c(=O)[nH]c1=O
  3%	5%	-20%
[35] CC(C)(C)C(=O)Cn1c(NCCCl)nc2ccccc21
  -2%	6%	-6%
[36] O=C(c1ccc(Cl)cc1)C12CN3CN(CN(C3)C1)C2
  2%	?	2%
[37] CCCCn1c(NC(=O)c2ccc(Br)o2)c(C(=O)OCC)c2nc3ccccc3nc21
  -16%	?	?
[38] C[C@]12CCC3[C@@H](CCC4=CC(=O)CC[C@@]43C=O)C1CCC2=O (stereo partly drawn)
  18%	15%	-3%
[39] CCOc1ccc(N(CC)S(=O)(=O)c2ccc3c(c2)oc(=O)n3C)cc1
  -3%	?	0%
[40] C[C@]12CCC3C(CC[C@@H]4[C@H]5O[C@H]5CC[C@]34C)C1CC[C@@H]2O (stereo partly drawn)
  6%	-22%	/
[41] CN(C)C(Cc1ccccc1)C(=O)c1ccccc1 (stereo not drawn)
  3%	-26%	11%
[42] COc1ccc(N2CCN(Cc3nc4c(c(=O)[nH]c(=O)n4C)n3Cc3ccc(Cl)cc3)CC2)cc1
  13%	?	/
[43] COc1ccc(CNC(=O)CCC(=O)N2C[C@H]3C[C@H](C2)c2cccc(=O)n2C3)cc1OC
  -2%	8%	-6%
[44] COC(=O)c1ccccc1NC(=O)c1cc(-c2ccccc2O)no1
  0%	?	/
[45] O=C(c1ccc2c3c(cccc13)CC2)C1CCCN(Cc2ncc[nH]2)C1 (stereo not drawn)
  18%	?	-5%
[46] C#C[C@]1(O)CCC2C3CC=C4C[C@H](O)CC[C@]4(C)C3CC[C@@]21C (stereo partly drawn)
  4%	?	/
[47] COc1ccc(C(CNC(=O)c2cc(S(=O)(=O)N3CCCCC3)ccc2C)N2CCCC2)cc1 (stereo not drawn)
  -4%	?	/
[48] Cc1cc2c(cc1C)NP(=S)(c1ccccc1)N2
  14%	-10%	/
[49] CC[C@@H](CO)NC(=O)[C@H]1C=C2c3cccc4[nH]cc(c34)C[C@H]2N(C)C1
  /	5%	-3%
[50] CCn1c(=O)cc(SCC(=O)N2CCC3(CC2)OCCO3)c2ccccc21
  -2%	?	21%
[51] c1csc(CN2CCC3(CCNCC3)CC2)n1
  /	6%	1%
[52] Cn1c2ccccc2c2c(C(=O)N3CCC4(CC3)OCCO4)cn(C3CCCCC3)c(=O)c21
  -3%	?	12%
[53] COC1CC(C)C(OC)c2cc(O)cc(c2O)NC(=O)C(C)=CC=CC(C)C(OC(N)=O)C(C)=CC(C)C1OC (stereo not drawn)
  -8%	0.092µM*	/
[54] O=C1CSC(c2ccccc2Cl)c2cc(Cl)ccc2N1 (stereo not drawn)
  /	?	-18%
[55] CCc1ccc(-c2nc(CSCC(=O)N3CCN(c4ccc(F)cc4)CC3)c(C)o2)cc1
  -16%	21µM*	/
[56] COc1cc2[nH]c(C)c(CCN3CCN(c4ccccc4)CC3)c2cc1OC
  -3%	7.9µM*	/
[57] COc1ccc(C(=O)C2CCCN(Cc3ccccn3)C2)c(OC)c1 (stereo not drawn)
  20%	21µM*	-5%
[58] O=C(CSC1c2ccccc2-c2ccccc21)N/N=C/c1ccccc1O
  -9%	7.3µM*	11%
[59] COc1ccc(C2=NCc3nnc(C)n3-c3ccc(Cl)cc32)cc1Cl
  2%	?	-7%
[60] CC(=NCCN1CCOCC1)c1c(O)n(C2CCCCC2)c(=O)[nH]c1=O
  -4%	-4%	20%[2.35 µM]

The results go on.
Order of values: FEN1 inh	TDP1 cell CPT	N370S GC mod
[61] COc1ccc(OCC(=O)N2CCN(C3CCC(c4ccccc4)CC3)CC2)cc1 (stereo not drawn)
  6%	?	2%
[62] CC(C)(C)c1nc(NCc2ccc3c(c2)OCO3)c2nnn(Cc3ccccc3Cl)c2n1
  2%	-16%	4%
[63] C/C=C(\C)C(=O)N[C@@H](c1ccccc1)[C@@H](O)C(=O)O[C@H]1C[C@@]2(O)[C@@H](OC(=O)c3ccccc3)C3[C@](C)(C(=O)[C@H](OC(C)=O)C(=C1C)C2(C)C)[C@@H](O)C[C@H]1OC[C@@]31OC(C)=O (stereo partly drawn)
  -1%	0.013µM*	0%&-13%
[64] Cn1c(O)c(/C=N/NC(=O)c2ccncc2)c(=O)n(C)c1=S
  11%	?	-4%
[65] COC(=O)C1=C(c2ccc(C(C)=O)cc2)C[C@@H]2CC[C@H]1N2C(=O)N1CCOCC1
  -14%	-22%	/
[66] NP(=O)(Oc1ccccc1)Oc1ccccc1
  -3%	17%	/
[67] NC[C@@H](CC(=O)O)c1ccc(Cl)cc1
  /	12%	-5%
[68] CC(C)[C@H](CN(N=O)[C@@H](Cc1ccccc1)CN(C)N=O)N(CCc1ccccc1)N=O
  -21%	23µM*	-15%
[69] CCC1(CCO)C(=O)NC(=S)NC1=O
  -8%	8%	/
[70] Cc1ccc(-n2nc(C)c3c2NC(=O)CSC3c2ccc3c(c2)OCO3)cc1 (stereo not drawn)
  -4%	-30%	-11%
[71] O=C(Nc1cccc(C(F)(F)F)c1)c1cccn(Cc2ccc3c(c2)OC(F)(F)O3)c1=O
  ?	-5%	22%
[72] O=C1NC(=O)N(c2ccc3c(c2)OCO3)C(=O)/C1=C\c1ccc(N2CCCCC2)o1
  0%	-21%	-19%
[73] CCCCCCn1c(O)c(/C=N/N2CCCCCC2)c(=O)[nH]c1=O
  -9%	-8%	1%
[74] CN1C(=O)C(=Cc2ccccc2OCCOc2ccc([N+](=O)[O-])cc2)C(=O)N(C)C1=O
  -23%	?	8%
[75] C=C(c1ccccc1)P(=O)(O)O
  -3%	-11%	1%
[76] O=P(Oc1ccccc1)(Oc1ccccc1)C(O)c1ccccc1 (stereo not drawn)
  -11%	-20%	-2%
[77] O=c1[nH]c(=O)n(Cc2ccc(F)cc2)c(O)c1C=NCCCO
  -15%	4%	21%
[78] O=C1NC(=O)N(c2ccc3c(c2)OCO3)C(=O)/C1=C\c1ccsc1
  4%	-21%	1%
[79] C=CCn1c(O)c(/C=N/NC(=O)CCCC)c(=O)[nH]c1=S
  -7%	1%	2%
[80] O=C1OC(c2ccc(O)c(S(=O)(=O)O)c2)(c2ccc(O)c(S(=O)(=O)O)c2)c2c(Br)c(Br)c(Br)c(Br)c21
  /	8%	3%
[81] Cc1ccc2c(c1)C1CN(C)CCC1N2C(=O)COc1ccc(N(C)C(=O)C(C)(C)C)cc1 (stereo not drawn)
  -2%	?	-19%
[82] CCC(=O)N1c2ccc(S(=O)(=O)CCC(=O)N3CCC4(CC3)OCCO4)cc2CC1C (stereo not drawn)
  8%	2%	14%
[83] O=c1[nH]c(=S)n(-c2ccccc2)c(O)c1C=NCc1ccccn1
  -4%	12%	-2%
[84] CCN1C(=O)NC(=O)/C(=C\c2cn(CC(=O)N3CCCCC3C)c3ccccc23)C1=O (stereo not drawn)
  8%	-23%	-2%
[85] CCN1CCN(c2cc(N3CCCC3)c([N+](=O)[O-])cc2F)CC1
  -4%	?	6%
[86] CCC(C(=O)Nc1ccccc1C(=O)OC)n1nc(C)c2c(C)n(-c3ccc(C)cc3)nc2c1=O (stereo not drawn)
  -13%	7.3µM*	/
[87] O=[N+]([O-])c1ccc(N2CCNCC2)cc1NCc1ccco1
  3%	2%	9%
[88] O=P(C(c1c[nH]c2ccccc12)N1CCOCC1)(N1CCOCC1)N1CCOCC1 (stereo not drawn)
  -11%	0%	-2%
[89] C=Cn1ccnc1P(=S)(c1nccn1C=C)c1nccn1C=C
  -2%	-2%	2%
[90] CCCCn1c(=O)c(C(=O)Nc2cccc(C)c2)c(O)c2ccccc21
  -10%	5.8µM*	2%
[91] Cc1ncc(CC(=O)n2cc(C(=O)c3cc(Cl)ccc3O)cn2)s1
  -1%	?	10%
[92] COc1cc(OC)cc(C(=O)Nc2ccc(Cl)cc2C(=O)c2ccccc2Cl)c1
  0%	-16%	/
